Compound activity: PubChem BioAssay, The Scripps Research Institute Molecular Screening Center
GPR151 activ – activates the human receptor GPR151 | Q8TDV0 | PathHunter beta-arrestin GPR151 cells, luminescence | activation, % at 11.2 µM | 650,000 tested, 1% active | AID 1508602; in the data active = activation above about 4.9%;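 also: 0% = median of compound wells and 100% = cells with positive control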
Target sequence (Q8TDV0 whole entry, looked up): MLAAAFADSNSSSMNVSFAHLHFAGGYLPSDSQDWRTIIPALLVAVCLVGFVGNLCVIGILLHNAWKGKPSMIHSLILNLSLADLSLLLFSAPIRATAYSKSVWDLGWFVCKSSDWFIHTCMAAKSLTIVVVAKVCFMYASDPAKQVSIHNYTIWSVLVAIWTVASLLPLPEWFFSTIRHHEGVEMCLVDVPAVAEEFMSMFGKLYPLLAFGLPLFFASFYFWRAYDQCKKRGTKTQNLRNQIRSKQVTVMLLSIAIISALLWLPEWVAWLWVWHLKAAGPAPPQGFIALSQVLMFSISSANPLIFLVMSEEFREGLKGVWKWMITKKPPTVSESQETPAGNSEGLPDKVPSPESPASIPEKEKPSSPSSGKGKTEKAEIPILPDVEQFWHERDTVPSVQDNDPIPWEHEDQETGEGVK
FBW7 act – activators of human E3 ligase FBW7; Q969H0; AID 1259310; normalized activity (activation), % at 26.1 µM; AlphaScreen FBW7–phospho-cyclin E peptide binding, activator screen; 650,000 tested, 0.13% active; in the data active = normalized activity above about 1.9%;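 also: purified mutant Fbw7 with reduced substrate affinity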
MITF primary – human MITF inhibition, primary screen | O75030 | AlphaScreen MITF homodimerization, bead proximity signal | inhibition, % at 2.6 µM | 650,000 tested, 0.91% active; in the data active = inhibition above about 50%;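 also: 0% = vehicle wells with protein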
Target sequence (O75030 whole entry, looked up): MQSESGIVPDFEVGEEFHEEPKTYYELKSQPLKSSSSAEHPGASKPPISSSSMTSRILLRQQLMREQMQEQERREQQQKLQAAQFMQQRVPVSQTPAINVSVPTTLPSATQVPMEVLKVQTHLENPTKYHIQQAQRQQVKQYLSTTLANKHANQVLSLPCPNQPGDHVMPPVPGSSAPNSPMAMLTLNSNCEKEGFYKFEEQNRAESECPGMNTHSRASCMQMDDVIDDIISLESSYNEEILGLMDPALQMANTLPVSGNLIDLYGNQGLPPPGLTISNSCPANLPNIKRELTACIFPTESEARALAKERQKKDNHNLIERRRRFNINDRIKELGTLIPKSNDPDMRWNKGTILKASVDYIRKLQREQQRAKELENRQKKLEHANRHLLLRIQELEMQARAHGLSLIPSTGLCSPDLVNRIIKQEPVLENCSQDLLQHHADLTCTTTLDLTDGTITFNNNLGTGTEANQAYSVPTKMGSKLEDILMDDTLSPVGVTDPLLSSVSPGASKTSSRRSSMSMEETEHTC
TEAD-YAP block – TEAD-YAP interaction inhibition; 640,000 tested, 1.4% active; inhibition, % at 9.12 µM; HEK-TIYL cells, TEAD-Gal4/YAP UAS-luciferase luminescence; in the data active = inhibition above about 32%;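 also: 0% = median of test compound wells and 100% = reference inhibitor wells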
The depositor's hits bear a star; . = not tested or not shown; & = joins results of further samples. Only part of the results is shown; rates above refer to the full screens.

#1 Cc1c(NC(=O)N2CCC3(CC2)OCCO3)sc2nc3n(c(=O)c12)CCC(C)CC3 (centres undefined)
#2 Cc1[nH]c2c(I)cccc2c1CCN
#3 Cc1nn(Cc2ccccc2)c(C)c1C(=O)NCc1ccccc1
#4 Cc1ccc(C(=O)c2cc(Br)ccc2N)cc1
#5 CC(=Nc1ccccc1N)c1c(O)n(C)c(=O)[nH]c1=O
#6 O=C(O)CC(CNC(=O)COc1ccc(Cl)cc1)c1ccccc1 (centres undefined)

assay / entry | 1 | 2 | 3 | 4 | 5 | 6
GPR151 activ | 2.7 | 1.5 | 1.3 | -0.1 | -1.2 | -1.0
FBW7 act | 0.0 | -0.1 | 0.0 | -0.2 | -0.4 | 0.1
MITF primary | 11 | -5 | -1 | -5 | 1 | 9
TEAD-YAP block | -2 | 24 | -9 | -7 | -63 | 8

#7 CN1C(=O)C2(c3ccccc31)C(C(=O)O)CC1CCCN12 (centres undefined)
#8 COc1ccc(C2SCC(=O)Nc3c2c(=O)[nH]n3C2CCOC(C)(C)C2)cc1 (centres undefined)
#9 O=C(Nc1ccc(Br)cc1C(=O)c1ccccc1Cl)c1ccc(S(=O)(=O)N2CCCCC2)cc1
#10 O=C1C2CCC1C(N1CCCC1)CC2 (centres undefined)
#11 C[C@H]1C(=O)N2CCN(Cc3ccccn3)C[C@@H]2C(=O)N1C
#12 CCCCn1c(C)c(C(=O)OCC)c2cc(O)ccc21

assay / entry | 7 | 8 | 9 | 10 | 11 | 12
GPR151 activ | -0.2 | 0.7 | 1.4 | -0.8 | 0.4 | -0.8
FBW7 act | -0.1 | 0.1 | -0.1 | 0.0 | 0.0 | -0.1
MITF primary | -1 | 9 | -12 | 14 | 12 | 6
TEAD-YAP block | 4 | 1 | -1 | 1 | 1 | -7

#13 Cc1ccc2c(c1)C(c1ccccc1)=NCC(=O)N2C
#14 CC(C)N1CCN(Cc2c(F)cccc2F)CC1CCO (centres undefined)
#15 O=C(c1ccc(N2CCNCC2)cc1)c1cccs1
#16 Cc1cc2n(n1)C(c1cccnc1)Nc1c(C)cccc1-2 (centres undefined)
#17 Cc1ccc(CCN2CC(C(=O)N3CCC4(CC3)OCCO4)CC2=O)cc1 (centres undefined)
#18 O=C1NC(=O)C(CCc2ccncc2)(CCc2ccncc2)C(=O)N1c1ccccc1F

assay / entry | 13 | 14 | 15 | 16 | 17 | 18
GPR151 activ | 1.9 | -0.4 | -1.6 | 1.9 | 0.8 | 0.1
FBW7 act | -0.2 | 0.0 | -0.1 | 0.3 | -0.1 | -0.3
MITF primary | 0 | 2 | -4 | 5 | 3 | -13
TEAD-YAP block | -2 | 5 | -28 | 6 | 11 | -5

#19 COc1ccc(C(=O)C2CCCN(Cc3cccc(C)n3)C2)c(C)c1 (centres undefined)
#20 CCOc1cc(/C=C(\C)[N+](=O)[O-])ccc1O
#21 O=c1c2ccccc2nc(/C=C\c2ccc(F)cc2)n1-c1cccc([N+](=O)[O-])c1
#22 CCN1C(=O)N(c2ccccc2)P(=S)(N2CCCCC2)c2cc3c(cc21)OCCO3 (centres undefined)
#23 CC(C)(O)c1ccc(C(=O)C2CN3CCC2CC3)s1 (centres undefined)
#24 Cc1nn(CC(=O)Nc2ccc(Cl)cc2C(=O)c2ccccc2)c(C)c1[N+](=O)[O-]

assay / entry | 19 | 20 | 21 | 22 | 23 | 24
GPR151 activ | 0.3 | 1.4 | 0.9 | 0.7 | -0.6 | -0.4
FBW7 act | -0.1 | 0.1 | -0.5 | 0.1 | 0.2 | 0.1
MITF primary | 13 | -8 | -8 | 14 | 10 | 9
TEAD-YAP block | -5 | 4 | -14 | -6 | 14 | -3

#25 Fc1ccc(C2=CCN(Cc3nnnn3CCc3ccccc3)CC2)cc1
#26 CS(=O)(=O)c1ccc(CC(=O)N2CCN(C(c3ccccc3)c3ccccc3)CC2)cc1
#27 CCN(CC)c1ncnc2c1ncn2[C@@H]1O[C@H](COP(=O)(O)OP(=O)(O)C(Br)(Br)P(=O)(O)O)[C@@H](O)[C@H]1O
#28 COc1ccc(-n2c(C)nc3cc([N+](=O)[O-])ccc3c2=O)cc1
#29 COc1cc([N+](=O)[O-])c(Cl)cc1NC(=O)c1ccccc1I
#30 CCN1CCN(Cc2ccccc2OC)CC1

assay / entry | 25 | 26 | 27 | 28 | 29 | 30
GPR151 activ | 0.2 | -1.1 | 2.1 | -0.8 | 2.3 | 0.2
FBW7 act | 0.1 | 0.1 | -0.1 | 0.0 | 0.4 | -0.1
MITF primary | 5 | 8 | 6 | 1 | 0 | -67
TEAD-YAP block | 8 | 5 | -2 | -5 | 11 | -3

#31 CCOC(=O)/C(CCCN(CC)CC)=N\O
#32 Cc1cc(C(=O)O)c(C)n1Cc1ccccc1
#33 O=C(Cc1ccccc1)c1ccccc1
#34 CCN=C1N=P(NCC)(NCC)N=C(C(Cl)(Cl)Cl)N1
#35 Cc1ccc(C(C)N2CCNCC2)cc1C (centres undefined)
#36 CN1CC=C(c2noc(CCC(=O)Nc3ccc(F)c(Cl)c3)n2)CC1

assay / entry | 31 | 32 | 33 | 34 | 35 | 36
GPR151 activ | -1.4 | 0.3 | 0.6 | -0.2 | -0.4 | -1.4
FBW7 act | 0.5 | 0.0 | 0.3 | 0.2 | 0.0 | 2.1*
MITF primary | 7 | 9 | -6 | 8 | 12 | 39
TEAD-YAP block | 9 | 13 | 2 | 0 | -2 | -1

#37 CC(C)C(=O)NC(Oc1ccccc1C(N)=O)C(Cl)(Cl)Cl (centres undefined)
#38 CCN(CC)c1ccc(/C=C2\C(=O)NC(=S)N(c3ccc(OC)cc3OC)C2=O)o1
#39 Cc1ccsc1-c1nc(CSCC(=O)N2CCC3(CC2)OCCO3)c(C)o1
#40 CC(C)c1cccc(C(C)C)c1O
#41 Cc1cc(-c2ccccc2)[n+]2oc(C)cc2n1
#42 COc1ccccc1CN1CCN(C(=O)COc2cccc(C)c2)CC1

assay / entry | 37 | 38 | 39 | 40 | 41 | 42
GPR151 activ | 0.5 | 0.1 | -0.3 | 0.6&-0.1&2.2&2.3 | 0.5 | -0.5
FBW7 act | 0.1 | 0.0 | 0.6 | 0.1&0.3&0.1&0.2 | 0.2 | 0.1
MITF primary | 2 | 9 | 13 | -4&16&-3&14 | 13 | 80*
TEAD-YAP block | -2 | 0 | -25 | 4&4 | -5 | 4

Reformatted: results already given
27. CCN(CC)c1ncnc2c1ncn2[C@@H]1O[C@H](COP(=O)(O)OP(=O)(O)C(Br)(Br)P(=O)(O)O)[C@@H](O)[C@H]1O
- GPR151 activ: 2.1
- FBW7 act: -0.1
- MITF primary: 6
- TEAD-YAP block: -2

21. O=c1c2ccccc2nc(/C=C\c2ccc(F)cc2)n1-c1cccc([N+](=O)[O-])c1
- GPR151 activ: 0.9
- FBW7 act: -0.5
- MITF primary: -8
- TEAD-YAP block: -14

29. COc1cc([N+](=O)[O-])c(Cl)cc1NC(=O)c1ccccc1I
- GPR151 activ: 2.3
- FBW7 act: 0.4
- MITF primary: 0
- TEAD-YAP block: 11

30. CCN1CCN(Cc2ccccc2OC)CC1
- GPR151 activ: 0.2
- FBW7 act: -0.1
- MITF primary: -67
- TEAD-YAP block: -3

New compounds follow:
#43 COc1ccccc1NC1=NCC(C)S1 (centres undefined)
#44 CCCCCCSc1nc2ccccc2c(=O)n1-c1cccc(C)c1
#45 COP(=S)(OC)Oc1ccc(SC)c(C)c1
#46 Cc1cc(C)cc(-n2c(/C=C\c3ccccc3F)nc3ccccc3c2=O)c1
#47 CCCCCc1nc2ccccc2c(=O)n1-c1ccc(O)cc1
#48 CNC(=O)Oc1ccc2sc(=O)oc2c1

assay / entry | 43 | 44 | 45 | 46 | 47 | 48
GPR151 activ | -1.4 | 0.9 | 1.4 | -0.3 | 0.2 | 0.2
FBW7 act | 0.3 | 0.0 | 0.2 | -0.1 | -0.2 | -0.5
MITF primary | 9 | 12 | -11 | 4 | -5 | 0
TEAD-YAP block | 2 | 18 | -4 | 3 | -6 | 5

#49 O=C1NC(=O)N(c2ccc(Br)cc2)C(=O)/C1=C/C=C/c1ccccc1
#50 COc1cccc(C2(O)CCN(CC(=O)Nc3nc(C)cs3)CC2)c1
#51 CN(C)c1ccc(C2C(C#N)=C(N)Oc3c2c(=O)oc2ccccc32)cc1 (centres undefined)
#52 CC(C)COc1ccc(S(=O)(=O)N(CCCl)CCCl)cc1
#53 COC(=O)c1ccccc1OP1(=O)COc2ccccc2OC1
#54 COCCOC(=O)C1=C(C)OC(N)=C(C(=O)OCc2ccccc2)C12C(=O)Nc1ccccc12 (centres undefined)

assay / entry | 49 | 50 | 51 | 52 | 53 | 54
GPR151 activ | 1.0 | 0.4 | 0.2 | -0.6 | 0.4 | 0.7
FBW7 act | 0.1 | 0.0 | 0.1 | 0.9 | 0.2 | 0.0
MITF primary | 2 | 3 | 1 | 1 | 16 | 7
TEAD-YAP block | 2 | -10 | 9 | -12 | -8 | -4

#55 CC1(C)C(C(=O)Nc2ccccc2F)C1(C)C
#56 O=C1NC(=S)NC(=O)C1=Cc1ccc(O)cc1
#57 COc1cccc(/C=C/c2nc3ccccc3c(=O)n2-c2cccc(F)c2)c1OC
#58 CCC(C)N1CCN(Cc2ccc(OC)c(OC)c2OC)CC1 (centres undefined)
#59 CCOC(=O)C1C(=O)NC23CCCC2C1c1ccccc1O3 (centres undefined)
#60 COc1nc(OC)nc(N2CC3CC(C2)c2cccc(=O)n2C3)n1 (centres undefined)

assay / entry | 55 | 56 | 57 | 58 | 59 | 60
GPR151 activ | 0.0 | -1.3 | 0.9 | 0.0 | -0.9 | 0.4
FBW7 act | 0.0 | 0.5 | 0.2 | -0.2 | 0.2 | -0.1
MITF primary | -4 | 5 | 3 | 69* | -8 | 3
TEAD-YAP block | -4 | 5 | -6 | 4 | -9 | -3

#61 Cc1c(Cl)cccc1-n1c(/C=C\c2ccc(F)cc2)nc2ccccc2c1=O
#62 CC(C)OP(=S)(OC(C)C)SCC1=CCC2CC1C2(C)C (centres undefined)
#63 CC1CCN(Cc2ccc(NC(=O)CCc3nc(C4=CCN(C)CC4)no3)cc2)CC1
#64 CCN(CC)C(=O)CN1C2CCC1CC(O)(c1cccnc1)C2 (centres undefined)
#65 Cc1ccc(-n2c(CN)nc3ccccc3c2=O)cc1
#66 c1cc2c(cc1[C@H]1OC[C@H]3[C@@H]1CO[C@@H]3c1ccc3c(c1)OCO3)OCO2

assay / entry | 61 | 62 | 63 | 64 | 65 | 66
GPR151 activ | -1.1 | 0.1 | 1.7 | -0.9 | 4.3 | 0.9&-0.1
FBW7 act | 0.2 | 0.0 | 3.9* | 0.0 | 0.5 | -0.1&0.0
MITF primary | -7 | -6 | 50 | 3 | 5 | 14&11
TEAD-YAP block | 8 | 0 | 8 | 8 | 3 | -14&-8

#67 CC1CCCCN1C(=O)CN1C2CCC1CC(O)(c1nccn1C)C2 (centres undefined)
#68 CCN1CCN(Cc2ccc(OC)c(OC)c2OC)CC1
#69 CCOc1ccc(-n2c(/C=C/c3ccc(SC)cc3)nc3ccccc3c2=O)cc1
#70 O[C@@H]1[C@@H]2OP(O)(=S)OC[C@H]2O[C@H]1n1cnc2c(Nc3ccccc3)ncnc21 (some centres undefined)
#71 O=C(O)c1ccc(F)c(S(=O)(=O)N2CC3CC(C2)c2cccc(=O)n2C3)c1 (centres undefined)
#72 COc1cccc(-n2c(/C=C/c3cccc(Br)c3)nc3ccccc3c2=O)c1

assay / entry | 67 | 68 | 69 | 70 | 71 | 72
GPR151 activ | 0.4 | 0.2 | 0.1 | 1.0 | 0.7 | -1.4
FBW7 act | -0.1 | 0.1 | 0.1 | -0.1 | 0.0 | 0.2
MITF primary | 0 | 20 | -1 | 4 | -5 | 12
TEAD-YAP block | -3 | 1 | 3 | -6 | 9 | 8

#73 Cc1nn(Cc2ccccc2Cl)c(C)c1C=O
#74 CCOC(=O)C1=C(N)OC(C)=C(C(C)=O)C12C(=O)N(C)c1ccccc12 (centres undefined)
#75 O=C1NC(=S)NC(=O)C1=Cc1ccc(-c2ccc([N+](=O)[O-])cc2Br)o1
#76 O=[N+]([O-])Nc1ncc(-c2ccc([N+](=O)[O-])cc2)cn1
#77 Cc1nn(Cc2c(Cl)cccc2Cl)c(C)c1C(=O)O
#78 C[C@H](N)[C@H](O)c1ccccc1

assay / entry | 73 | 74 | 75 | 76 | 77 | 78
GPR151 activ | 3.7 | 0.9 | 1.5 | 1.4 | -0.6 | -3.1&2.5&0.5
FBW7 act | 0.0 | 0.0 | 0.0 | 0.1 | 0.0 | 0.0&0.2&0.2
MITF primary | 1 | -5 | -10 | -1 | -2 | -11&18&6
TEAD-YAP block | -5 | 6 | -7 | -7 | 8 | -2&16

#79 O=C(Cc1cc(=O)[nH]c(=O)[nH]1)N1CCN(Cc2ccccc2)CC1
#80 O=C(C1CCN(c2nnc(N3CCCC3=O)s2)CC1)N1CCC2(CC1)OCCO2
#81 COc1ccccc1-n1c(/C=C/c2cccnc2)nc2ccccc2c1=O
#82 CCN(CC)c1ncnc2c1ncn2[C@@H]1O[C@H](COP(=O)(O)OP(=O)(O)C(Br)(Br)P(=O)(O)O)C(O)[C@@H]1O (some centres undefined)
#83 COc1ccc(NC(C)=O)cc1NC(=O)c1cccn(Cc2ccc(Cl)cc2)c1=O
#84 CCOC(=O)C1=C(CC)OC(N)=C(C#N)C12C(=O)Nc1ccccc12 (centres undefined)
#85 CC(NC(=O)CN1CCCC1=O)c1ccccc1 (centres undefined)

assay / entry | 79 | 80 | 81 | 82 | 83 | 84 | 85
GPR151 activ | -0.8 | 1.6 | -0.8 | 2.7 | 0.4 | -0.4 | 0.3
FBW7 act | 0.3 | 0.0 | -0.1 | 0.4 | -0.2 | 0.1 | -0.1
MITF primary | -6 | -2 | 11 | 73* | 19 | 14 | 3
TEAD-YAP block | 10 | 1 | 10 | . | 0 | 8 | -2
